Screening data from PubChem.
E coli WT exp = blocks growth of wild type E. coli BW25113; OD600 absorbance; actives 0.15% (n = 98,000); growth inhibition, % at 100 µM;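 active = growth inhibition above about 50% at one test dose, limit read from the data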;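 note: growth measured after 20 h incubation at 37 °C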
Pyk2 oligo antag = blocks oligomerization of human Pyk2 in cells; Q293 cells, Pyk2 FERM NanoBiT luminescence; active compounds read low; z-score (the deposit names both 25 µM and 10 µM); actives 0.83% (n = 99,000); AID 1347419;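 active = Z-score of -3 or lower, scaled per plate to the spread of control and sample wells; inactive = z-score above -3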;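 note: negative z-score means lost luminescence so less FERM oligomerization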
PostGolgi ctrl = inhibits growth of the yeast control strain; efflux-deficient yeast background strain, growth absorbance A615, 16 h; inhibition, % at 10 µM; actives 5% (n = 98,000); AID 738
PostGolgi yeast = growth inhibition of a yeast mutant, post-Golgi transport screen. inhibition, % at 10 µM. AID 739. actives 0.9% (n = 98,000). post-Golgi transport phenotypic cell assay;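 note: yeast cells grown in 1536-well plates; yeast grown about 18 h at 30C before absorbance read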
PTPN22 inh 2 = LYP (human) phosphatase inhibition; actives 0.21% (n = 96,000); inhibition, % at 2 µM; recombinant LYP catalytic domain, DiFMUP fluorescence; Q9Y2R2;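 active = inhibition at 2 µM at or above a set limit, the screen mean plus 3 SD, cut at about 24% in these data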;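 note: 0% = DMSO with enzyme and 100% = enzyme fully blocked by orthovanadate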
hDAT+cocaine = changed human dopamine transporter uptake under cocaine IC80. actives 1.3% (n = 110,000). B-score at 10 µM. LLC-PK1 hDAT cells, [14C]-dopamine uptake with cocaine IC80; actives deviate in either direction. Q01959;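 active = Z score or B-score, a plate-position-corrected score, falls beyond the plate's 99.7% confidence bounds, in either direction; inactive = both scores lie inside the 99.7% bounds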;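 note: scored against the spread of the other compound wells on the same plate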
CYP2C9 inh = human CYP2C9 inhibition | P11712 | CYP2C9 Supersomes, luciferin-H conversion, luminescence | inhibition, % at 5 µM | actives 20% (n = 96,000) | AID 777;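 active = blocking of liver enzyme CYP2C9 beyond about 50% at 5 µM, limit read from the data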; note: values of inactives mirror those of a sister screen read the other way
Target sequence (P11712 whole entry, looked up): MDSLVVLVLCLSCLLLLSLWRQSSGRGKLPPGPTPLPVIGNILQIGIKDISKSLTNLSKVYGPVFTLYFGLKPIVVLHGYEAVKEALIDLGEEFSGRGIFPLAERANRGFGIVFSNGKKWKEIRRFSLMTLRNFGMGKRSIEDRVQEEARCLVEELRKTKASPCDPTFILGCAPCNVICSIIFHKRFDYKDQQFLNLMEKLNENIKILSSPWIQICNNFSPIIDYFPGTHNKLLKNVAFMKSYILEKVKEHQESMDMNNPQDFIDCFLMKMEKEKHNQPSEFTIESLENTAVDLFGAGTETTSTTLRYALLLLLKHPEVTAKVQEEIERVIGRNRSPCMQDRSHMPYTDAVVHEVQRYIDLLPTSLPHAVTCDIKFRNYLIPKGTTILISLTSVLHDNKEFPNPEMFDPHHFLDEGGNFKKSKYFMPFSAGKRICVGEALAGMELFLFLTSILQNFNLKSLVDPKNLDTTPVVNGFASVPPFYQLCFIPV
CYP2C9 act = activators of human CYP2C9; P11712; recombinant CYP2C9, luciferin-H conversion, luminescence; active compounds read high; factor 1 = untreated enzyme, 0 = blocked; activation factor at 5 µM; actives 1.4% (n = 96,000);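 active = activation factor of 2 or more for CYP2C9 at a 5 µM dose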;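 note: 0 = sulfaphenazole-blocked wells and 1 = vehicle-only wells; values of inactives mirror those of a sister screen read the other way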
PTPN22 act = LYP (human) phosphatase activation; AID 697; recombinant LYP, DiFMUP fluorescence; 0 = plate median, 100 = signal doubled; activation, % at 2 µM; Q9Y2R2; actives 0.11% (n = 96,000);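 active = activation at 2 µM above a set limit, the mean plus 5 SD, cut at about 37% in these data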
The depositor's hits bear a star; · = no result given. Cut-off read from the data, not from the text of the source, unless noted: active = inhibition above about 30%; inactive = the rest.

entry	Compound	E coli WT exp	Pyk2 oligo antag	PostGolgi ctrl	PostGolgi yeast	PTPN22 inh 2	hDAT+cocaine	CYP2C9 inh	CYP2C9 act	PTPN22 act
1	CC1CC(C)CN(CC(=O)N2CCc3[nH]c4ccccc4c3C2)C1 (centres undefined)	3.0	0.55	0.1	1.8	12.4	0.257	48.5	0.5	-8.8
2	CC(=O)N(Cc1c(C)nn(-c2ccccc2)c1Cl)c1ccc(Cl)cc1	5.0	-2.76	35.0*	15.4	4.7	1.96	48.6	0.5	-3.3
3	O=C(Nc1ccccc1)c1ccccc1NS(=O)(=O)c1ccc(Cl)s1	34.0	-2.52	44.3*	-7.5	0.9	-0.0148	·	·	3.2
4	O=C(CSc1nc(O)c(Cc2ccccc2F)c(=O)[nH]1)N1CCCCCC1	1.0	0.68	5.4	-4.3	-8.4	1.28	-0.5	1	7.5
5	C=CCNC(=S)NNC(=O)C(CCC(C)C)CC(C)(C)O (centres undefined)	7.0	-1.2	6.0	-2.8	6.2	-0.528	-6.0	1.1	-6.5
6	O=C1Nc2ccccc2/C1=N\c1sc2c(c1C(=O)Nc1ccccc1)CCCC2	·	-0.58	·	·	8.3	0.376	·	·	-8.8
7	Cc1ccc(C2C(C(=O)c3sc(C)nc3C)=C(O)C(=O)N2CCN2CCOCC2)o1 (centres undefined)	-3.0	-0.56	21.8	11.3	-4.0	0.0471	21.6	0.8	1.5
8	COc1ccc(Nc2nc(-c3sc(NC(C)=O)nc3C)cs2)cc1	-8.0	·	-1.8	-6.8	8.8	·	81.1*	0.2	-7.3
9	CCC(=O)NCCCCNC(=O)CC	-3.0	-0.19	2.1	0.8	2.8	-1.36	-7.9	1.1	-6.1
10	CC(=O)C1C(=O)c2c(cccc2[N+](=O)[O-])C1=Nc1ccccc1C (centres undefined)	-2.0	·	9.2	4.7	-0.6	·	22.3	0.8	2.7
11	Cc1[nH]c2ccccc2c(=O)c1SC(F)(F)C(F)C(F)(F)F (centres undefined)	-2.0	-1.7	19.4	-2.2	5.9	-0.208	21.6	0.8	-3.1
12	CCOC(=O)CN1CC23C=CC(O2)C(C(=O)Nc2ccc(OCC)cc2)C3C1=O (centres undefined)	5.0	·	2.7	2.2	1.3	0.557	3.0	1	-3.0
13	O=S(=O)(Nc1ccccc1Cl)c1ccc(F)cc1	13.0	-0.43	23.8	-4.9	7.7	-1.09	50.8*	0.5	-10.3
14	CCn1c(=S)sc2nc(C)sc21	·	0.89	·	·	6.6	0.377	·	·	-3.4
15	Cc1cc(C)c(-c2cc(NC(=O)CSc3nncn3C)n(-c3ccccc3)n2)cc1C	4.0	-0.78	10.3	-4.5	-5.4	1.12	11.2	0.9	5.0
16	CCCc1cc(=O)[nH]c(SCc2ccc(Cl)cc2)n1	-8.0	-0.55	24.9	-7.7	1.7	0.357	71.5*	0.3	0.9
17	CCOc1ccc(C2CC(c3ccccc3C)n3nc(N)nc3N2)cc1 (centres undefined)	2.0	·	-3.2	-4.3	-11.7	0.0258	4.0	1	10.5
18	Cc1ccc(N2CCN(/N=C/c3cccs3)CC2)cc1	-13.0	-0.11	6.4	-1.0	9.9	-0.101	-7.0	1.1	-4.2
19	CCC(=O)Nc1sc2c(c1C(N)=O)CCC2	-2.0	0.66	31.0*	2.9	-1.7	-0.185	35.9	0.6	-0.1
20	Clc1ccc(C(c2nnnn2C2CCCC2)N2CCN(c3nc4ccccc4s3)CC2)cc1 (centres undefined)	·	-3.29*	·	·	5.2	-0.00361	·	·	-4.7
21	Oc1cc2c(cc1CN1CCN(c3cccc(C(F)(F)F)c3)CC1)CCC2	-6.0	1.92	1.9	5.1	12.7	0.259	45.2	0.5	-10.1
22	Cc1ccc(NC(=O)c2csnn2)c(C)c1	·	1.22	·	·	10.8	-0.0722	·	·	-10.3
23	CCCCc1cc(=O)oc2cc(OCC(=O)N(CC)CC)c(Cl)cc12	-11.0	·	9.8	6.1	·	0.986	17.3	0.8	·
24	CS(=O)(=O)c1ccc(Cl)c(NC(=O)COC(=O)CNC(=O)c2ccc(Br)o2)c1	4.0	0.57	3.0	-0.8	-4.2	0.0834	-29.0	1.3	2.0
25	O=C(CSc1nnc2c(Cl)cc(Cl)cn12)N1CCOCC1	10.0	-0.23	0.1	1.8	3.1	0.402	-8.0	1.1	-2.5
26	COc1ccc(C2C(C(=O)Nc3cccnc3)=C(C)Nc3nc(-c4cccs4)nn32)cc1OC (centres undefined)	-8.0	·	3.2	-0.4	-12.3	0.625	48.3	0.5	11.1
27	CC1CC(C)CN(C(=O)c2ccc3c(=O)n(Cc4ccc5c(c4)OCO5)c(=S)[nH]c3c2)C1 (centres undefined)	-15.0	1.01	35.8*	-3.2	13.9	0.466	49.0	0.5	-12.4
28	COc1ccccc1CN(CC(=O)NCc1ccco1)C(=O)CNS(=O)(=O)c1ccccc1	-8.0	0.41	7.8	5.0	·	0.252	11.4	0.9	·
29	Cc1cc(C(=O)CSc2nnnn2-c2ccc(O)cc2)c(C)n1Cc1ccc2c(c1)OCO2	-2.0	-0.14	15.9	-5.0	·	-0.768	25.4	0.7	·
30	CC1CCN(C(=O)CCc2ccc(S(=O)(=O)NC(C)C)cc2)CC1	-7.0	0.36	16.5	-0.9	-4.1	0.108	46.3	0.5	6.1
31	CCOC(=O)/C(C#N)=C1/SC(CC)C(=O)N1c1ccc(Br)cc1 (centres undefined)	4.0	-0.01	7.6	1.5	-10.9	0.171	40.8	0.6	10.8
32	Cc1n[nH]c(=O)nc1N1CCN(c2ccccc2)CC1	-5.0	-0.06	-7.9	-4.3	-4.6	0.185	-5.7	1.1	0.3
33	CC1NC2(C(=O)N(Cc3ccccc3)c3ccccc32)C2C(=O)N(c3ccccc3)C(=O)C12 (centres undefined)	4.0	·	5.3	-2.2	3.8	0.51	0.1	1	-5.4
34	Cc1ccn2cc(CCNS(=O)(=O)c3ccc4c(c3)OCCO4)nc2c1	-2.0	·	6.4	2.5	11.0	-0.225	-41.6	1.4	-13.9
35	CCCCCCn1c(CN2CCCCC2C)nc2c1c(=O)n(C)c(=O)n2C (centres undefined)	·	3.05	·	·	3.8	0.24	·	·	-3.2
36	C=C(C)CSC1=C(C#N)C(c2ccccc2)CC(=O)N1 (centres undefined)	·	0.69	·	·	8.1	-0.109	·	·	-10.4
37	CCOC(=O)N1CCN(C(=O)c2ccc(-n3c(=S)[nH]c4ccccc4c3=O)cc2)CC1	·	-0.7	·	·	5.6	-0.0249	·	·	-4.0
38	Cc1cc(NC(=O)c2cc(-c3ccccc3)on2)no1	-2.0	0.81	0.6	-1.5	0.7	0.0737	0.5	1	0.9
39	Cc1nnc(SCc2ccccc2F)n1NCc1cccs1	-5.0	-0.7	4.6	3.4	-6.4	0.396	55.4*	0.4	1.8
40	O=C(COc1ccc(CO)cc1Cl)Nc1ccc(F)cc1	10.0	0.14	1.6	-13.4	-2.5	0.00711	49.1	0.5	1.8
41	COc1ccc(C(=O)O)cc1S(=O)(=O)Nc1cccc(C(F)(F)F)c1	1.0	0.47	5.2	3.0	·	-0.158	0.2	1	·
42	Cc1cc(OCC(=O)c2ccc(F)cc2)ccc1N1C(=O)CCC1=O	-10.0	1.37	-3.0	13.2	-6.6	-0.208	-3.8	1	9.5
43	O=C(CSc1nnc2scc(-c3ccccc3)n12)N1CCN(Cc2ccccc2)CC1	12.0	1.11	5.7	-3.0	-1.5	2.09*	48.9	0.5	4.4
44	COc1ccc(CC(=O)Nc2ccc(-c3nc4cc(C)ccc4o3)c(O)c2)cc1OC	-10.0	0.82	3.5	10.2	20.0	·	0.9	1	-20.0
45	Cc1c(O)c(CN2CCCCC2)cc2c1oc(=O)c1ccccc12	0.0	-0.18	-4.9	7.8	9.6	2.08	34.1	0.7	-6.2
46	Nc1ncnc2nc(Sc3ccc(Cl)cc3)[nH]c12	8.0	0.76	1.9	-1.7	-6.4	0.042	27.3	0.7	5.9
47	Cc1cc(C)n(C(=O)CNC(=O)c2cccs2)n1	-1.0	0.15	1.8	0.3	1.6	0.238	12.6	0.9	-3.6
48	Cc1cccc(NC(=O)CSc2nc3ccccc3o2)c1	17.0	2.06	5.2	0.7	11.2	0.528	-14.6	1.1	-7.1
49	O=C(c1cc2ccccc2o1)c1nc2c(n1O)CCCCC2	11.0	-0.96	15.6	-6.5	-13.9	0.517	21.3	0.8	7.6
50	CCC(=O)N(CCC(c1ccco1)c1ccccc1OC)Cc1cccs1 (centres undefined)	6.0	0.58	27.6	6.1	6.8	-0.773	95.9*	0	-5.1
51	COC(=O)c1cc(OC)c(OC)cc1NC(=O)Nc1ccccc1OC	1.0	1.81	17.9	9.7	5.8	-0.824	-30.3	1.3	-7.9
52	O=C(NCc1cccnc1)c1ccc(COc2ccc3c(c2)CCC3)o1	17.0	-1	8.4	-3.2	-7.6	0.0176	66.6*	0.3	3.9
53	COc1cc(CN2CCSCC2)cc(OC)c1OC	-2.0	0.15	-2.2	21.0	·	0.0257	17.5	0.8	·
54	Cn1c(CNS(=O)(=O)c2ccc(Cl)cc2)n[nH]c1=S	-8.0	0.68	12.9	-8.3	11.4	0.0104	21.6	0.8	-7.7
55	O=c1c2ccccc2nc(-c2cccc(Cl)c2)n1O	21.0	0.5	19.6	-5.1	-4.8	0.822	44.9	0.6	-0.4
56	CC(C)(C)C1CCc2onc(C(=O)Nc3ccc(F)cc3F)c2C1 (centres undefined)	-3.0	-0.35	7.0	3.1	·	0.39	24.3	0.8	·
57	CCOC(=O)CCCCC(=O)NC(CO)C(=O)NC (centres undefined)	-1.0	-0.74	6.7	-2.1	2.0	0.161	-20.5	1.2	-5.4
58	Cc1ccc(S(=O)(=O)N2CCCN(S(=O)(=O)c3ccc(C)c(C)c3)CC2)cc1C	-9.0	-1.14	12.7	-3.3	-2.1	·	-18.1	1.2	-0.4
59	CCCSc1nc(C)c2cc(C)cc(C)c2n1	4.0	0.2	0.6	-2.7	3.1	0.0312	25.3	0.7	-4.0

Screen by screen, quoted from above.
Compounds 50 to 56 in hDAT+cocaine, in turn: -0.773, -0.824, 0.0176, 0.0257, 0.0104, 0.822, 0.39

Results in PostGolgi yeast (two entries from above):
| item | compound | PostGolgi yeast |
| --- | --- | --- |
| 18 | Cc1ccc(N2CCN(/N=C/c3cccs3)CC2)cc1 | -1.0 |
| 19 | CCC(=O)Nc1sc2c(c1C(N)=O)CCC2 | 2.9 |
